Assay outcomes: PubChem BioAssay, National Center for Advancing Translational Sciences (NCATS)
HttQ103 aggreg: reduces HttQ103-GFP aggregates in PC12 cells | PC12 HttQ103-GFP aggregates, Acumen cytometry, 40 h | Potency, µM (titrated, usually from 46.1 µM), without a hit: at the highest dose activity change, negative = inhibition, actives largely listed as inhibitors | 220,000 tested, 1.1% active | AID 1688; further: potency means the concentration at half of the fitted maximal effect; on the % scale 0 is the no-effect control and ±100 the full control effect; nearly all actives have a fitted effect of over 60% in size
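Quantitative HTS on tebufenozide-induced (100 nM) PC12 cells stably expressing polyQ103 Huntingtin exon 1–GFP. Reduction of bright GFP aggregates, detected by laser scanning cytometry after lysis, identified actives across the titration.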
CBFb-RUNX1 inh: CBF-beta/RUNX1 interaction disruption | Q01196+Q13951 | AlphaScreen CBFb-His/RUNX1-biotin binding, biochemical | Potency, µM (titrated, usually from 59.8 µM), for the others: at the top dose activity, negative = inhibition, actives largely listed as inhibitors | 230,000 tested, under 10 active | AID 1477; further: % of control where 0% means no effect
Target sequence (Q01196 whole entry, looked up): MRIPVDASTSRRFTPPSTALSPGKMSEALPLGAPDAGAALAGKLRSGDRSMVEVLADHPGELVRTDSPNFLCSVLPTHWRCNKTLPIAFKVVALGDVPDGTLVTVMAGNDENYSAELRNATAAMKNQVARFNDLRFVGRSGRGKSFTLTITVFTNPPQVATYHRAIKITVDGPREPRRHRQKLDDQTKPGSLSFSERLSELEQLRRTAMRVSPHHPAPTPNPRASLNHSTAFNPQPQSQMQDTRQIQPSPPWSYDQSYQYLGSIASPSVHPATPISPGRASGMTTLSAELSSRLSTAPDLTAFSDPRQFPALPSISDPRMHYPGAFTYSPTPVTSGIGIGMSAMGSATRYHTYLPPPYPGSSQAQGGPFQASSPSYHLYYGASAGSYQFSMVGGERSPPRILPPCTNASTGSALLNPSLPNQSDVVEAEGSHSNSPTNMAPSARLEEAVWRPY
Target sequence (Q13951 whole entry, looked up): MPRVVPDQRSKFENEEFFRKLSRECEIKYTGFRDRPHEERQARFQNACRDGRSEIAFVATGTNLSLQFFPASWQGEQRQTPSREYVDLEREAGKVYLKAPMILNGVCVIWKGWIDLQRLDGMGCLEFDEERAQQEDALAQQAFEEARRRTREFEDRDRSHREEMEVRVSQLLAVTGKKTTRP
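CBFb-His/RUNX1-biotin, 30 nM each, preincubated 20 min RT; compound 15 min RT; Ni + streptavidin beads 50 ng each, 90 min RT; AlphaScreen read.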
GAA inh: alpha-glucosidase (human) inhibition; P10253; purified human GAA, 4-MU-alpha-glucoside fluorescence; Potency, µM (highest dose often 76.9 µM), without a hit: at the top dose activity change, negative = inhibition, most hits filed as inhibitors; 200,000 tested, 0.005% active;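 further: potency means the concentration at half of the fitted maximal effect; plate controls were uninhibited enzyme wells for no effect and no-enzyme background for full effect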
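Human alpha-glucosidase, 4 nM, pre-mixed with test compounds before 400 uM 4-methylumbelliferyl substrate; 20 min room temperature at pH 5.0. Fluorescence read after pH 10 stop; AC50 values from Hill-equation fits.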
GAA glycogen: GAA glycogen-cleavage inhibition or activation. Potency, µM (highest dose often 76.4 µM), inactives show top-dose activity change, negative = inhibition, usual class: inhibitors. 300,000 tested, 0.38% active. recombinant GAA, glycogen substrate, Amplex Red glucose oxidase fluorescence. P10253;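 further: potency means the concentration at half of the fitted maximal effect; 0% = full enzyme reaction and -100% = no-enzyme basal signal; the screen sought inhibitors and activators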
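Recombinant enzyme (4 nM final) with compounds titrated up to 77 uM and bovine liver glycogen (30 ug) in citrate pH 5.0, 0.01% Tween-20, 37 C 40 min. Released glucose detected by Amplex Red/glucose oxidase (Ex 573/Em 610); AC50 from Hill fits.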
HTT cytoprotect: cytoprotection in Huntington HTT-Q103 PC12 cell model. PC12 HTT-Q103 induced, cytoprotection, ATP luminescence, 40 h. Potency, µM (top dose mostly 56.4 µM), for the others: cytoprotection (ATP increase), actives largely listed as activators. 230,000 tested, 0.14% active;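 further: potency means the concentration at half of the fitted maximal effect; % of control where 0% means no effect; nearly all actives have a fitted effect of over 45% in size; toxic huntingtin expression switched on by the ecdysone agonist tebufenozide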
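PC12 cells stably carrying ecdysone-inducible Htt exon 1 (Q103)–GFP were induced with 100 nM tebufenozide (final) alongside library compounds in a dose series. Cytoprotection was scored as retained ATP by ATPlite luminescence.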
aGlu spleen mod: inhibitors or activators of human alpha-glucosidase in spleen homogenate; Potency, µM (top dose mostly 79.9 µM), for the others: at the top dose activity change, negative = inhibition, actives largely listed as inhibitors; 240,000 tested, 0.006% active; AID 2112; human spleen homogenate, 4-MU-alpha-glucoside fluorescence; P10253;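 further: potency means the concentration at half of the fitted maximal effect; 0% = enzyme with vehicle and -100% = no enzyme basal signal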
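AC50 values come from Hill-equation fits of concentration-response data, normalized to no-enzyme and full-activity controls. Enzyme source: 1 ug human spleen homogenate; 1 mM fluorogenic 4-MU glucoside, pH 5.0 citrate buffer, 37 C, 40 min.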
LMNA splice mod: changes lamin A minigene splicing in HeLa cells. Potency, µM (series often up to 46.1 µM), without a hit: at the highest dose ratio change, negative = inhibition, usual class: inhibitors. HeLa LMNA splicing GFP/RFP minigene ratio, 48 h. AID 1487. 200,000 tested, 0.01% active; active means well fitted inhibition curve with a large enough effect in the signal ratio, with a control signal flat, not every such curve was filed as active; inconclusive means small, poorly fitted or top-dose-only effect, or effect the other way, or a change in a side signal; the % refers to the signal ratio; further: potency means the concentration at half of the fitted maximal effect; on the % scale 0 is the no-effect control and ±100 the full control effect
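Read-out is the ratio of GFP to DsRed2 object intensity, acquired by 488 nm laser-scanning cytometry on HeLa lamin A-EGFP minigene reporter cells. Compound incubation 48 hrs at 37 °C in Opti-MEM with 2% FBS; DMSO 0.5% final.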
Numbers without * were called inactive; u = inconclusive; x = not tested or not shown; & = joins results of further samples; [ ] = dose if it differs, or a comment. Unless noted, the call rests on the fitted dose curve; in most records, active means well fitted curve in the direction sought with a large enough effect; inconclusive means small, poorly fitted or top-dose-only effect, or another doubt; inactive means no such curve, though single readings can be large; an effect the other way counts as inactive or inconclusive.

Value order – CBFb-RUNX1 inh	GAA inh	GAA glycogen	HttQ103 aggreg	aGlu spleen mod	LMNA splice mod	HTT cytoprotect
CC(=O)NC(CC(=O)Nc1ccc(S(=O)(=O)N2CCCC2)cc1)c1ccccc1 (stereo not drawn)
  11%	-12%	-3%	-18%	7%	7%	-3%[10 µM]
COc1cccc(OCCNc2cc(Cl)ccc2[N+](=O)[O-])c1
  u	-8%	-1%	1%	0%	3%	4%[10 µM]
COc1ccc(C(=O)N2CCn3c2nc2ccccc23)cc1
  1%	10%	-4%	1%[9.22 µM]	0%	x	13%[10 µM]
CC(C)C(OC(=O)c1cccs1)C(=O)NCc1ccc2c(c1)OCO2 (stereo not drawn)
  2%	2%	-13%	x	-6%	15%[46 µM]	x
N#C/C(=C\c1ccc([N+](=O)[O-])cc1)c1ccccn1
  6%	-5%	3%	u	-2%	-8%[46 µM]	-70%[inhibitor]
COc1ccccc1S(=O)(=O)Cc1ccc(C(=O)NCc2cccnc2)o1
  -6%	u	1%	-25%	-2%	-12%	-9%
Cc1onc(-c2ccccc2Cl)c1C(=O)Nc1nnc(-c2cccc([N+](=O)[O-])c2)s1
  -7%	-19%	0%	u	-9%	u	11%[10 µM]
CCc1ccccc1N(C(=O)Cn1nnc2ccccc21)C(C(=O)NCCOC)c1ccco1 (stereo not drawn)
  1%	-3%[15.4 µM]	8%	4%	-2%	4%	-4%[10 µM]
COc1ccc(NS(=O)(=O)c2ccc(NS(=O)(=O)c3ccc(C)cc3)cc2)nn1
  3%	-1%	-7%	-3%	2%	u	-15%[10 µM]
COc1ccc(Cn2c(C)c(C)c(C#N)c2NC(=O)Nc2ccccc2)cc1
  -16%	0%	-15%	-8%	-8%	9%	9%
CC(C)(C)N1CCC1C(N)=O (stereo not drawn)
  9%	x	16%	11%[9.22 µM]	12%	x	-4%[10 µM]
CCN(CC(=O)NC1CCS(=O)(=O)C1)S(=O)(=O)c1ccc(F)cc1 (stereo not drawn)
  -12%	2%	1%	-16%	4%	-3%	18%[0.074 µM]
Cc1csc2ncc(C(=O)Nc3ccc4c(c3)OCCO4)c(=O)n12
  6%	3%	7%	15%	1%	-8%	-8%[10 µM]
Cc1cc(NC(=O)c2cc3nc4c(c(C(F)(F)F)n3n2)CCc2ccccc2-4)no1
  -4%	-1%	-10%	4%	2%	2%	10%
S=C(Nc1ccccc1)Nc1ccc(OCc2ccc(Cl)cc2Cl)cc1
  4%	-7%	1%	-15%	1%	-16%	x
O=C(COc1ccccc1)Nc1ccccc1Oc1ccccc1
  u	-10%	5%	-1%	0%	-3%	14%[10 µM]
Cc1cc(NC(=O)c2coc(=O)c(Br)c2)ccc1C(C)C
  8%	u	-1%	5%[9.22 µM]	3%	x	-41%[10 µM]
COc1ccc(S(=O)(=O)N2CCOCC2)cc1NC(=O)CN(C)Cc1c(F)cccc1Cl
  0%	u	-3%	42%	7%	x	x
O=C(/C=C/c1ccccc1)NC(NC(=S)Nc1cc(Cl)ccc1Cl)C(Cl)(Cl)Cl (stereo not drawn)
  3%	4%	-1%	2.8µM*	-5%	4%[0.0737 µM]	-31%
COC(=O)C1=C(C)NC(=O)C1(NC(=O)CN1CCCC1=O)C(F)(F)F (stereo not drawn)
  0%	-1%	-12%	8%	-6%	-8%	-3%[0.074 µM]
O=C(Nc1ccc2oc(-c3ccccc3F)nc2c1)c1ccc2c(c1)OCCO2
  2%	-2%	4%	u	10%	u	-69%[inhibitor]
COC(=O)c1cc(OC)c(OC)cc1NC(=O)CSc1nnnn1Cc1ccccc1
  10%	-15%	2%	-11%	-1%	-16%	4%
COc1ccc(C(NC(=O)C(C)C)c2ccc3cccnc3c2O)cc1 (stereo not drawn)
  u	x	-5%	-37%[9.22 µM]	0%	x	-65%[inhibitor][10 µM]
O=C(NC1CC1)C1CCN(C2CCN(C(=O)CC3=CCCCC3)CC2)CC1
  6%	-1%	7%	22%[9.22 µM]	-3%	6%[46 µM]	7%[10 µM]
CCN(CC)S(=O)(=O)c1ccc(-c2cc(C(=O)OC)sc2C(F)(F)F)cc1
  u	u	0%	2%[9.22 µM]	-3%	x	5%[10 µM]
CCC(=O)Nc1ccc(SC#N)cc1C
  -3%	-1%	9%	19%	1%	15%	u
O=C(COC(=O)c1ccccc1NC(=O)c1ccco1)Nc1ncc(Cl)cc1Cl
  8%	-7%	2%	9%	-5%	3%	8%
O=[N+]([O-])c1ccc(N2CCCC2)cc1NC(c1ccccc1)c1ccccc1
  -1%	6%	-12%	x	-3%	4%	u
CCOC(=O)c1[nH]c2ccccc2c1NC(=O)C1CCCC1
  11%	x	11%	-27%[9.22 µM]	3%	x	-10%[10 µM]
CC(=O)N(Cc1ccccn1)Cc1ccco1
  2%	3%[15.4 µM]	-5%	-3%[9.22 µM]	-16%	x	-21%[10 µM]
CC(C)[C@H](NC(=O)CCn1nnc2ccccc2c1=O)C(=O)O
  3%	-2%	11%	11%	-5%	3%	6%
COc1ccc(CN2CCN(Cc3cccn3-c3ncccn3)CC2CCO)c(C)c1C (stereo not drawn)
  15%	x	7%	-9%[9.22 µM]	-4%	x	-20%[10 µM]
O=C(c1cccc(OCc2ccccc2)c1)N1CCOCC1
  9%	-7%	18%	-4%	16%	x	x
CCn1c(Cn2nnc(-c3ccccc3)n2)nnc1SCC(=O)Nc1ccccc1
  -2%	-1%	-9%	2%[9.22 µM]	1%	9%	15%
CCn1c(=NC(=O)c2ccc(S(=O)(=O)N3CCOCC3)cc2)sc2cccc(OC)c21
  u	u	1%	u	-1%	-4%	-50%[inhibitor]
CCOC(=O)c1ccc(NC(=O)Nc2ccc3c(c2)OCCO3)cc1
  -24%	-10%	5%	8%	-25%	u	7%[10 µM]
C/C(=N/NC(=O)CNC(=O)COc1cccc(C)c1)c1ccco1
  7%	x	3%	13%[9.22 µM]	1%	x	5%[10 µM]
COc1cccc(/C=N/NC(=O)c2ccc(=O)[nH]n2)c1O
  -28%	6%[15.4 µM]	0%	0%[9.22 µM]	0%	x	-1%[10 µM]
COc1ccc(-c2n[nH]c(C)c2-c2cscn2)c(O)c1
  0%	x	1%	3%[9.22 µM]	-6%	x	22%[10 µM]
COc1ccc(C2CC(C(F)(F)F)n3ncc(C(=O)NCc4cccnc4)c3N2)cc1OC (stereo not drawn)
  5%	-1%	1%	5%	-12%	-4%	0%
COCC(=O)OC/C(O)=C(\C#N)c1nc2ccccc2[nH]1
  -6%	x	-3%	20%[9.22 µM]	6%	x	-5%[10 µM]
CCOC(=O)c1ccc(N=c2ssnc2Cl)cc1
  -4%	u	-9%	u	2%	x	26%
CCc1c(C)nc2ncnn2c1N1CCCC(C(=O)Nc2ccc(NC(C)=O)cc2)C1 (stereo not drawn)
  2%	4%	6%	-8%	4%	14%	3%
Cc1ccc2[nH]c(=O)c(COC(=O)C3CCCO3)cc2c1 (stereo not drawn)
  2%	-3%	16%	12%	-2%	-5%	1%
Cc1c(NC(=O)CSc2ccccc2Cl)c(=O)n(-c2ccccc2)n1C
  1%	1%	4%	-6%	-5%	-5%[9.22 µM]	-14%
COc1ccc(Cl)cc1NC(=O)CSc1nnc(CNC(=O)c2ccco2)o1
  5%	3%	0%	-8%	-4%	x	-18%
Cc1nnc(SCC(=O)N2CCCC2)n(N)c1=O
  1%	-6%	-4%	21%	x	-8%[46 µM]	14%
CCOC(=O)c1c(C)noc1-c1ccco1
  11%	-3%	6%	5%[9.22 µM]	-5%	u	36%[10 µM]
COC(=O)CC1=COC(O)C2C(CO)=CC[C@@H]12 (stereo partly drawn)
  5%[13.1 µM]	x	x	x	1%[17.4 µM]	x	-51%[inhibitor][10 µM]
CC(NC(=O)C1CCCC1)C1CC2CCC1C2 (stereo not drawn)
  -25%	-4%	1%	-9%	5%	u	x

Single entries from above.
Value of `COc1ccccc1S(=O)(=O)Cc1ccc(C(=O)NCc2cccnc2)o1` under CBFb-RUNX1 inh: -6%
Value of `CC(=O)NC(CC(=O)Nc1ccc(S(=O)(=O)N2CCCC2)cc1)c1ccccc1` (stereo not drawn) under aGlu spleen mod: 7%
Value of `Cc1onc(-c2ccccc2Cl)c1C(=O)Nc1nnc(-c2cccc([N+](=O)[O-])c2)s1` under aGlu spleen mod: -9%

Later entries.
Value order – CBFb-RUNX1 inh	GAA inh	GAA glycogen	HttQ103 aggreg	aGlu spleen mod	LMNA splice mod	HTT cytoprotect
CC(C)C(NC(=O)c1ccc2c(c1)OCO2)C(=O)N/N=C/c1cccs1 (stereo not drawn)
  -7%	-18%	-5%	-6%	-4%	-7%	11%[10 µM]
CCCOC(=O)Nc1c(C)cccc1C(C)C
  -5%	13%	11%	-12%[9.22 µM]	4%	x	-53%
O=C(Nc1ccc(F)cc1F)c1noc2c1CCC2
  u	3%	0%	u	-19%	-5%	35%
Cc1ccc(-n2cccc2/C=C2/C(=N)N3C(=NC2=O)SN=C3S(C)(=O)=O)cc1Cl
  -8%	-7%	-8%	-6%	-1%	-3%	9%[10 µM]
O=C(Nc1nc2ccc(Cl)cc2s1)C1CCCO1 (stereo not drawn)
  -3%	-5%	1%	-14%	-8%	3%	-23%
CCOc1ccccc1N(CC(=O)O)S(=O)(=O)c1ccccc1
  2%	-4%	2%	-7%	-6%	-11%	-2%
CC(=O)NCCOc1c(C)cc(S(N)(=O)=O)cc1C
  4%	0%	3%	4%	3%	0%	6%
C1CCN2C[C@H]3C[C@H](CN4CCCCC34)C2C1 (stereo partly drawn)
  4%&-18%	x	x	x	1%&2%	x	3%&-55%
